Screening data as filed in PubChem BioAssay.
Pf gamet viab = kills late stage P. falciparum gametocytes. P. falciparum stage V gametocytes, ATP luminescence, 24 h. 150,000 tested, 0.065% active. inhibition, % at 10.9 µM;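 active = inhibition above the mean plus 3 SD of compounds within the control limits, set per campaign, cut at about 38% in these data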;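 note: 0% = DMSO wells and 100% = medium only without gametocytes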
Avidin fluor = compound fluoresces at 488/530 nm on avidin beads | fluorescence (KMESF) at 10 µM | compound fluorescence 488/530 nm, flow cytometry; active compounds read high | 220,000 tested, 0.38% active | AID 1775; in the data active = fluorescence above about 47; note: inactives centre near 10
Rac1 act GTP bind = alters GTP binding to activated mutant human Rac1; P63000; GST-Rac1 activated beads, fluorescent GTP binding, flow cytometry; actives lie on both sides; 100% means binding = to untreated wells; percent activity (GTP binding), % at 10 µM; 190,000 tested, 0.11% active; AID 764;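 active = GTP binding at least 20 percentage points away from the 100% baseline, in either direction, so actives lie on both sides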
Rac1 wt GTP bind = modulators of human Rac1 wildtype GTP binding; GST-Rac1 beads, fluorescent GTP binding, flow cytometry; actives lie on both sides; 0 = cold GTP competed, 100 = untreated; GTP binding activity (% of control), % at 10 µM; 190,000 tested, 0.27% active;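 active = GTP binding activity at least 20 points away from the 100% control level, either lower or higher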
Rab2 wt GTP = changes GTP binding to wildtype dog Rab2A, up or down; GST-Rab2 wt beads, Bodipy-GTP binding, flow cytometry; 190,000 tested, 0.19% active; GTP binding activity, % at 10 µM;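 active = GTP binding activity at least 20 points away from 100%, either lowered or raised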;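 note: 0% = beads with excess unlabeled GTP and 100% = no-compound control corrected for plate trend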
Cdc42 wt GTP = modulators (inhibitors or activators) of GTP binding to human Cdc42 wildtype; percent activity (GTP binding), % at 10 µM; AID 761; 190,000 tested, 0.2% active; GST-Cdc42 beads, Bodipy-GTP binding, flow cytometry; actives lie on both sides;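 active = percent activity GTP binding at least 20 points away from the 100% baseline, either down as inhibitor or up as activator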;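 note: median bead fluorescence of bound Bodipy-FL-GTP at 100 nM; 0% = excess unlabeled GTP control and 100% = no compound control; below 100% means less GTP binding so inhibitor and above means activator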
ABCG2 block = inhibitors of human ABCG2 transporter, ABCB1 counter-screen; Q9UNQ0; IgMXP3 cells, JC-1 efflux, flow cytometry; inhibition, % at 6.6 µM; 190,000 tested, 0.1% active; AID 1325;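 active = inhibition above 80%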;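 note: 0% = DMSO and 100% = nicardipine control wells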
Target sequence (Q9UNQ0 whole entry, looked up): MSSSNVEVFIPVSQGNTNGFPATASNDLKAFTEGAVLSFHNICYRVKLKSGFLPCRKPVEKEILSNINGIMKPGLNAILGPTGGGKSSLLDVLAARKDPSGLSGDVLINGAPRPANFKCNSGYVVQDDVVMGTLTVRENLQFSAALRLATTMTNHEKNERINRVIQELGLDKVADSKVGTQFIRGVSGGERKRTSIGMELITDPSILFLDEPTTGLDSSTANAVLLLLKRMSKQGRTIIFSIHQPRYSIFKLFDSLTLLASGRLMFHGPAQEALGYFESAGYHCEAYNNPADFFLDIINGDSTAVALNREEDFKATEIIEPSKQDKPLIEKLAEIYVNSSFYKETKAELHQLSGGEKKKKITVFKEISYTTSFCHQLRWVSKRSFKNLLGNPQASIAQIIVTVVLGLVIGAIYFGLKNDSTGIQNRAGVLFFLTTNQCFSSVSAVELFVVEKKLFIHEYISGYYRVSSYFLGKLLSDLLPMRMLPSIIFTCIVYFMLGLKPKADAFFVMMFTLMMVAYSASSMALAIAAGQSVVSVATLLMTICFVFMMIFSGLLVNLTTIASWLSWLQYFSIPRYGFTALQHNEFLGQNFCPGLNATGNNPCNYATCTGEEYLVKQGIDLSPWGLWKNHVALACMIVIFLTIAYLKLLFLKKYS
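Test system: ABCG2 IgMXP3 and barcoded ABCB1 CCRF-Adr cell mix; Schedule: cells with compound and JC-1, 10 min at 25 °C, rotating, no wash; Technique: flow cytometry of retained JC-1 fluorescence; Measure: % inhibition of efflux relative to nicardipine and DMSO; Controls: nicardipine high and DMSO low controls.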
Mcl1 Noxa PPI = Mcl-1/Noxa interaction inhibition; inhibition, % at 21.7 µM; Q07820; 220,000 tested, 1.5% active; TR-FRET Mcl-1/Noxa peptide binding, 2 h;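 active = compounds that cut the protein-peptide binding signal by more than 50% relative to plate controls in a single-dose test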;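 note: His-tagged Mcl-1 with rhodamine Noxa BH3 peptide and terbium anti-His antibody; 0% = Mcl-1 plus Noxa peptide wells and 100% = peptide-only wells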
Target sequence (Q07820 whole entry, looked up): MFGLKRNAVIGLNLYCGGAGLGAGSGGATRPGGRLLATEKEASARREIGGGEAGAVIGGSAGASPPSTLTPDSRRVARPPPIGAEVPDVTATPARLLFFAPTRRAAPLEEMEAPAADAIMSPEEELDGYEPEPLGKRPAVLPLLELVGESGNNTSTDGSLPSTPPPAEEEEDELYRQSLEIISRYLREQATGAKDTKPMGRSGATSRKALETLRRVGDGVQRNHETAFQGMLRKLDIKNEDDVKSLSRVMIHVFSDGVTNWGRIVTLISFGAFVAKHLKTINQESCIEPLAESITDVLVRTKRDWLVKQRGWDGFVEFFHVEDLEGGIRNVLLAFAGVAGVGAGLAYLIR
HRas wt GTP = modulators of GTP binding to human HRas wildtype; P01112; GST-Ras wt beads, Bodipy-FL-GTP binding, flow cytometry; actives lie on both sides; GTP binding activity, % at 10 µM; 190,000 tested, 0.14% active;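 active = GTP binding activity at least 20% away from the 100% baseline, either lowered as inhibitor or raised as activator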;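 note: 0% = unlabeled GTP competition control and 100% = no-compound control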
ABCB1 block = human ABCB1 inhibition, ABCG2 as counter-screen; 190,000 tested, 0.067% active; inhibition, % at 6.6 µM; P08183; AID 1326; CCRF-Adr cells, JC-1 efflux, flow cytometry; in the data active = inhibition above about 40%;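 note: 0% = vehicle and 100% = reference inhibitor; higher value means more JC-1 retained so stronger ABCB1 efflux block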
Rab7 wt modul = dog Rab7 wildtype GTP binding, inhibitors and activators | GST-Rab7 beads, fluorescent GTP binding, flow cytometry; actives lie on both sides; untreated = 100%, excess cold GTP = 0% | GTP binding activity (percent of control), % at 10 µM | 190,000 tested, 0.055% active | AID 758;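 active = fluorescent GTP binding to Rab7 beads changed by at least 20 points from the 100% baseline, either direction, mostly lower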;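 note: median green fluorescence of bound Bodipy-FL-GTP per Rab7 bead population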
Numbers without * were called inactive; . = not tested or not shown.

canonical_smiles	Pf gamet viab	Avidin fluor	Rac1 act GTP bind	Rac1 wt GTP bind	Rab2 wt GTP	Cdc42 wt GTP	ABCG2 block	Mcl1 Noxa PPI	HRas wt GTP	ABCB1 block	Rab7 wt modul
CCCCN1C(=O)C2NN=C(C(=O)OCC)C2C1=O (stereo not given)	20	3	101	101	101	100	0	-19	101	0.0	100
CSc1ccccc1NC(=O)c1cnc2n(c1=O)CCS2	.	8	99	105	102	103	3	9	101	0.4	101
Cc1ccccc1OCC(=O)N/N=C1\SCC(=O)N1Cc1ccccc1	.	16	100	100	98	98	15	11	99	0.9	98
COc1ccccc1CNC(=O)C(=O)Nc1nccs1	17	9	101	103	101	103	1	4	100	1.2	99
O=C(Nc1ccc2c(c1)OCCO2)C1CCC1	.	8	97	99	102	99	0	-9	98	0.2	100
C#CCOCCOCCOCCNc1nc(N2CCN(C(=O)[C@H](CCC(=O)O)n3cc(C(N)CC(C)C)nn3)CC2)nc(N2CCN(C(=O)[C@H](CCC(=O)O)n3cc(C(N)[C@H](C)CC)nn3)CC2)n1 (stereo not given in full)	.	5	98	97	96	96	1	36	96	0.2	95
COc1ccc(OC)c2[nH]c(=O)c(CCNC(=O)C(=O)c3c(C)[nH]c4ccccc34)cc12	9	23	92	95	96	95	7	8	98	0.2	103
Cn1c(SCC(=O)N2CCOCC2)nnc1-c1cccc(NC(=O)c2ccccc2F)c1	.	7	97	98	96	97	12	-6	97	1.6	95
CC(=O)NS(=O)(=O)c1ccc(NC(=S)NC(=O)c2ccco2)cc1	.	9	99	100	98	99	0	26	99	0.1	100
CCOC(=O)/C(C#N)=C/c1cc(C)n(-c2ccc(Br)cc2)c1C	.	9	94	91	95	99	1	.	96	0.5	97
CCCc1cc(C(=O)NCc2cccs2)no1	.	7	101	103	102	99	1	2	102	0.1	97
Cc1cnc(C(=O)Nc2ccccc2-c2ccc(C)o2)cn1	10	35	101	107	103	103	29	-1	102	1.9	100
O=C1NC(=O)c2cc(NC(=O)C3COc4ccccc4O3)ccc21 (stereo not given)	.	12	95	94	98	94	23	-4	96	1.3	108
CC(C)(C)C1=Nn2c(nnc2-c2ccco2)SC1	.	7	102	107	102	102	24	5	104	0.6	103
CC/C(=C\C(=O)c1cccnc1)Nc1ccc(C)c(C)c1	.	12	95	98	102	96	-1	41	100	-0.1	101
O=C(O)CC1S/C(=N/N=C/C2CC=CCC2)NC1=O (stereo not given)	24	8	93	97	98	98	16	13	97	0.0	101
CCOC(=O)N1CCC(NC(=O)C(NS(=O)(=O)c2ccc3c(c2)CCN3C(=O)CC)C(C)C)CC1 (stereo not given)	.	9	95	99	99	97	10	11	97	2.5	104
CC(Sc1ccccc1)C(=O)Nc1ccccc1C(=O)N1CCOCC1 (stereo not given)	.	12	93	98	93	98	3	6	96	0.9	93
COc1ccc(N=Nc2[nH]c3ccc(C)cc3c2O)cc1	16	2	101	104	96	98	5	38	101	0.9	96
COc1ccc(NC(=O)/C(C#N)=C/C=C/c2ccco2)cc1	15	8	97	98	96	96	10	19	98	0.6	97
C=CCSc1nnc(NC(=O)COc2ccc3ccccc3c2)s1	21	12	94	99	99	101	2	-1	101	0.0	101
N#Cc1c(NC(=S)NC(=O)c2ccccc2)sc2c1CCN(CCc1ccccc1)C2	.	15	105	111	105	106	-1	23	104	0.4	103
N#Cc1nc(-c2ccco2)oc1N1CCN(c2cccc(Cl)c2)CC1	.	5	96	98	95	94	0	-2	94	0.0	92
Cc1ccccc1NC(=S)/C(=C(\[O-])c1ccc(C)c([N+](=O)[O-])c1)[n+]1ccccc1	.	6	99	100	101	102	-2	7	100	0.0	100
COc1ccccc1NC1=NC2(CCCC2)N=C(N)N1	-15	12	90	92	94	95	1	-9	97	0.2	96
CSCc1ccc(C(=O)Nc2cc(C)cc(C)c2)cc1	10	4	101	102	99	101	10	2	98	1.0	106
COc1ccccc1-c1cc(C(=O)NCCCn2ccnc2)no1	-2	18	99	102	102	103	3	23	101	4.7	101
CC(C)Cn1cnc2sc3c(c2c1=N)CCCC3	-10	6	97	100	99	103	1	8	98	4.5	100
CCOc1ccccc1NC(=O)C1CCN(C(=O)NCc2ccccc2)CC1	-2	8	100	103	100	100	2	1	101	0.0	100
COc1ccc(N2CCN(c3ncnc4c3[nH]c3ccccc34)CC2)cc1	.	10	99	104	100	102	0	34	101	-0.1	104

2 consecutive entries already listed, for reference:
canonical_smiles	Pf gamet viab	Avidin fluor	Rac1 act GTP bind	Rac1 wt GTP bind	Rab2 wt GTP	Cdc42 wt GTP	ABCG2 block	Mcl1 Noxa PPI	HRas wt GTP	ABCB1 block	Rab7 wt modul
C=CCSc1nnc(NC(=O)COc2ccc3ccccc3c2)s1	21	12	94	99	99	101	2	-1	101	0.0	101
N#Cc1c(NC(=S)NC(=O)c2ccccc2)sc2c1CCN(CCc1ccccc1)C2	.	15	105	111	105	106	-1	23	104	0.4	103

Further records:
canonical_smiles	Pf gamet viab	Avidin fluor	Rac1 act GTP bind	Rac1 wt GTP bind	Rab2 wt GTP	Cdc42 wt GTP	ABCG2 block	Mcl1 Noxa PPI	HRas wt GTP	ABCB1 block	Rab7 wt modul
O=C(Cc1c(F)cccc1Cl)NC1=NCCS1	-8	12	98	99	96	94	2	10	97	0.4	97
C=CCOc1nc2c(c(=O)n(C)c(=O)n2C)n1Cc1c(Cl)cccc1Cl	.	39	95	99	94	96	48	24	94	2.1	100
C=CCn1c(C)cc(C(=O)CSc2nc(N)cc(N)n2)c1C	8	11	93	95	94	94	4	2	94	1.1	94
CN(C(=O)c1ccc(OC2CCN(CCc3ccccc3)CC2)cc1)C1CCCCC1	-4	11	95	100	96	94	1	10	100	1.6	103
CCC(=O)Nc1cccc(-n2nnnc2SCC(=O)N2CCCCC2)c1	.	11	92	97	96	96	7	2	95	1.8	98
CCOc1cc(/C=N/O)cc(Br)c1OCc1ccc(Cl)cc1	.	36	100	101	98	102	0	11	101	-0.1	99
Cc1cc(Nc2ccccc2)c2c([N+](=O)[O-])ccc(C)c2n1	-16	3	102	99	97	103	34	-16	100	2.0	101
O=Cc1cccn1-c1cccc([N+](=O)[O-])c1	10	11	90	92	93	91	6	0	94	1.2	97
CCC(=O)c1ccc(Oc2ccc(C(=O)c3ccc(C)cc3)cc2[N+](=O)[O-])cc1	20	3	97	100	95	98	24	2	97	18	97
CCOC(=O)C1=C(CC)OC(N)=C(C#N)C1c1ccc(OC)c(OC)c1OC (stereo not given)	2	20	96	97	97	101	-1	9	93	-0.1	96
CCOC(=O)N1CCC(N(CCN(C)C)C(=S)Nc2ccccc2OC)CC1	-9	8	91	99	99	99	2	-2	96	0.0	92
N=c1n(Cc2ccccc2)c2ccccc2n1CC(O)COc1ccc(Cl)cc1Cl (stereo not given)	-22	13	98	102	99	105	2	40	100	-2.0	97
Cc1cc(=O)[nH]c(N2CCN(C(c3ccccc3)c3ccccc3)CC2)n1	6	7	100	102	100	100	18	5	100	1.9	100
Nc1nc(N2CCCCC2)nc(N(c2ccccc2)c2ccccc2)n1	.	9	97	102	96	98	2	8	99	0.7	96
O=C(Nc1ccc(/C=C/c2nc3ccccc3o2)cc1)c1ccc(F)cc1	.	34	97	97	98	101	-1	7	99	-0.2	98
Cc1cc2nnc(SCCCCN3C(=O)c4ccccc4C3=O)n2c2ccccc12	.	7	94	92	90	91	-5	18	91	0.9	91
COc1cccc(N(C(=O)c2cccs2)c2nc3ccccc3s2)c1	.	2	97	100	98	100	5	-17	98	1.1	98
O=C(Cn1c(=O)sc2ccccc21)Nc1ccccc1	.	10	96	100	98	100	5	-1	100	0.8	103
COc1cc(Cl)cc(/C=N/NC(N)=O)c1O	.	11	95	95	96	99	8	12	97	1.0	97
CO/N=C(\Cn1ncc(N2CCCC2)c(Cl)c1=O)c1ccc(Cl)cc1	-38	4	96	100	97	98	10	-11	98	1.8	98
CCCOc1ccc2ccccc2c1/C=N/n1c(C)nnc1-n1nc(C)cc1C	.	16	100	102	98	101	49	-10	98	2.1	99
CCOc1cc(C(N)=O)cc(Br)c1OCC	.	7	99	109	101	101	2	25	101	0.2	102
CN1CCOCCOCCN(C)C1=O	10	6	101	108	101	100	0	-2	101	-0.2	100
C=CCn1c(SCc2nc(N)nc(N(C)C)n2)nnc1-c1cccnc1	8	10	102	104	102	102	24	5	103	1.9	101
Cc1cc(C)cc(S(=O)(=O)c2cnc3ccccc3n2)c1	-17	11	107	101	102	104	5	12	102	1.0	100
O=C(NC(Cc1ccccc1)c1ccc2c(c1)OCCCO2)c1ccccc1F (stereo not given)	-31	38	103	106	103	106	3	2	104	0.7	100
Cc1ccc(NCCC(=O)c2ccc(Br)cc2)cc1	.	5	100	100	102	101	0	8	101	0.0	95
CCOC(=O)N/N=C/c1ccc(N2CCOCC2)s1	11	6	97	98	101	101	6	37	99	-0.1	102
O=C(Nc1ccc(Oc2ccc(C(F)(F)F)cn2)c(Cl)c1)C1CC1	-7	15	97	99	95	98	3	8	96	0.0	95
O=C(NCCCn1ccnc1)c1cc(C(=O)C2CC2)c[nH]1	-8	8	99	103	98	98	2	7	99	0.5	100
COCc1[nH]nc2c1C(c1ccc(OC)cc1)C(C#N)=C(N)O2 (stereo not given)	.	6	102	107	102	105	1	-15	103	-0.1	100
O=S(=O)(NCc1cccnc1)c1cccs1	.	7	102	104	108	110	2	-9	107	1.0	99
COc1cccc(NC(=O)COc2ccc(C)cc2)c1	12	15	95	97	95	96	27	11	95	2.0	101
CCCN(CCC)CCCNS(=O)(=O)c1ccc2c(c1)oc(=O)n2C	-7	3	100	106	103	105	2	10	104	0.8	100
Cc1ccc2nc(SCC(=O)c3ccc4c(c3)NC(=O)CO4)[nH]c2c1	-9	17	94	95	95	94	8	16	96	-0.6	102
CCOc1ccc(S(=O)(=O)Nc2ccccn2)c2ccccc12	2	31	97	101	98	98	7	-57	100	1.2	101
COc1ccc(C(C(=O)NCC2CCCO2)N(C(=O)CNC(=O)c2cccs2)c2ccc(NC(C)=O)cc2)cc1OC (stereo not given)	10	11	95	99	97	98	4	0	96	0.8	97
Cc1cc(C)n(-c2ccc(C(=O)Nc3nnc(C4CC4)s3)cc2)n1	.	17	95	93	96	96	4	13	95	0.7	98
CCOC(=O)c1cc2c(ccn2C)n1CC(=O)N1CCC(Cc2ccccc2)CC1	.	23	95	101	97	97	5	-7	98	1.3	102
COc1ccc(C(=O)Nc2nc3ccc(S(C)(=O)=O)cc3s2)cc1	.	23	93	102	98	98	0	-82	98	0.2	95
Cc1ccc(-c2cc(C)nc3nc(N)nn23)cc1	.	9	95	99	96	96	1	31	96	0.0	96
